# TRPC4 inh = TRPC4 (mouse) channel inhibition. HEK293 TRPC4beta/mu-opioid, DAMGO-evoked Fluo4 calcium flux; active compounds read low. 0.39% of 300,000 active. B-score at 10 µM. Q9QUQ5. AID 2247;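 active means B-score over 3 SD under the library average, no early fluorescence shift, positive overall ratio signal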
# Target sequence (Q9QUQ5 whole entry, looked up): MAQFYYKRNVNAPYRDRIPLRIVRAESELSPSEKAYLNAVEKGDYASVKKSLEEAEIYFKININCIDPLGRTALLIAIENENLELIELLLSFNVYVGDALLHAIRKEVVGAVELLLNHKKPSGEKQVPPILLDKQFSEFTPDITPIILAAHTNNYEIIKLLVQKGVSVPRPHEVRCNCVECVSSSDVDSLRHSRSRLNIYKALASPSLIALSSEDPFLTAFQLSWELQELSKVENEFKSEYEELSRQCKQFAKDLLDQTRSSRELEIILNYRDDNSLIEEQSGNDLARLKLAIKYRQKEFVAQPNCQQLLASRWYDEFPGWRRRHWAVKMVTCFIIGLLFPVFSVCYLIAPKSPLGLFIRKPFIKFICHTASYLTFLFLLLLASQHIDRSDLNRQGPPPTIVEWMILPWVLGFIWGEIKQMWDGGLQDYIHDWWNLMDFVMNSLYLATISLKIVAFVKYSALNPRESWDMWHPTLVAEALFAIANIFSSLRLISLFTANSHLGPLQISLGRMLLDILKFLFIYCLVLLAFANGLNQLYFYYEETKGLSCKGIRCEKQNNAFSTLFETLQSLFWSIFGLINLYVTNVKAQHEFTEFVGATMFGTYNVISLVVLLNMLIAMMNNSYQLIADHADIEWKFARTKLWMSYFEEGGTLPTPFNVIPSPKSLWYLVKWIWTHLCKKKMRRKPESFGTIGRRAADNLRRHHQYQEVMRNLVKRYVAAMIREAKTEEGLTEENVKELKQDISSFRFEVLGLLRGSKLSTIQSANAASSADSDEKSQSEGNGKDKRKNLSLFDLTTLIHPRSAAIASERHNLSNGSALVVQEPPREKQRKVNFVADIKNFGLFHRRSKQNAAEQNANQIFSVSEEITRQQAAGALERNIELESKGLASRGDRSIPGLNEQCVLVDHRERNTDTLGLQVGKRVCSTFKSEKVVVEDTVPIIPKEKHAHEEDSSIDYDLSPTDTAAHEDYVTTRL
#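 Material: HEK293 cells with stable TRPC4beta plus mu-opioid receptor expression; probe or stimulus: DAMGO in two steps, submaximal then maximal; technique: Fluo4 calcium fluorescence by kinetic imaging, 5 s 1 Hz baseline; measure: integrated fluorescence ratio relative to baseline, converted to per-well B score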
# KCNQ1 pot = potentiates or activates the human KCNQ1 potassium channel. P51787. 0.35% of 310,000 active. AID 2648. CHO-K1 KCNQ1, thallium flux FluxOR fluorescence; active compounds read high. B-score at 10 µM;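 active means fluorescence ratio B-score, a plate-corrected score, at least three library SD, with initial intensity B-score within 5 SD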
#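 Test system: CHO-K1 cells stably expressing KCNQ1 / Medium: assay buffer / Also added: depolarizing K+/Tl+ stimulus, K2SO4 and Tl2SO4 each 12.5 mM in 5x stock / Incubation: 90 min dye loading and 20 min compound exposure, both at room temperature / Signal: thallium influx via FluxOR fluorescence, kinetic imaging / Evaluation: B score of baseline-normalized fluorescence ratio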
# KCNQ1 block = human KCNQ1 channel inhibition; P51787; CHO-K1 KCNQ1, FluxOR thallium flux fluorescence; active compounds read high; B-score at 10 µM; 1.3% of 310,000 active;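 active means compounds whose thallium flux B-score, printed positive for inhibition, exceeds three library SD while starting fluorescence stays within three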;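 further: channel opened by potassium depolarization with thallium stimulus after 20 min compound exposure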
# Platelet DG rel = platelet dense granule release activity. 0.22% of 300,000 active. AID 1663. inhibition, %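 (compounds screened at 7.5 µM in platelet-rich plasma)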. human platelet-rich plasma, SFLLRN dense granule ATP release, luminescence;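 active means mean replicate score, as percent of positive control, at or above 50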
# PolyA inh = yeast polyadenylation inhibition; S. cerevisiae SKY197-pL101 polyadenylation reporter, beta-gal luminescence; efflux-impaired pdr1/pdr3 knockout yeast; score 100 = 6 SD above DMSO; calls only at 12 µM; 0.02% of 300,000 active;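 active means lowest replicate activity score at least 50, where 100 means six control SD above control mean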;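 further: yeast exposed to compound for 9 h at 30 °C; higher score means more reporter readthrough which indicates perturbed polyadenylation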
# Dyrk1A ADPGlo = blocks rat Dyrk1A kinase activity; Q63470; ADP-Glo luminescence, NFATc1 peptide; inhibition, % at 12.5 µM; 0.43% of 310,000 active; in the data active means inhibition above about 50%;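 further: plate controls were vehicle with enzyme for no effect and no enzyme for full effect; many of its hits are not listed in these tables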
# TRPC4 potent = allosteric potentiators of mouse TRPC4 channel; Q9QUQ5; HEK293 TRPC4beta/mu-opioid, DAMGO EC20, Fluo-4 Ca2+ flux; active compounds read high; B-score at 10 µM; 0.42% of 310,000 active;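 active means B-score of calcium response area above 5 SD of library B-scores, with initial fluorescence ratio within 5 SD of library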;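 further: B-score of integrated fluorescence ratio over time as area under calcium response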
# KCNK3 inh = human KCNK3 channel inhibition, primary screen. O14649. CHO-KCNK3 thallium flux, FluxOR fluorescence; active compounds read low. B-score at 10 µM. 0.84% of 340,000 active;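 active means B-score under library mean minus 4 SD, starting fluorescence ratio at most library mean plus 5 SD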;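 further: more negative B-score means stronger inhibition of thallium flux through KCNK3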
# KCNK9 inh = inhibitors of human KCNK9 two-pore domain potassium channel; Q9NPC2; HEK293 KCNK9, FluxOR thallium flux fluorescence; active compounds read low; B-score at 10 µM; 1.2% of 310,000 active; AID 488922;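 active means ratio B-score over 3 SD below the library mean, with starting fluorescence within 5 SD of its mean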;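 further: negative B-score means less thallium flux so channel inhibition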
# hERG protect = compounds protecting human hERG from proarrhythmic drug block | CHO-hERG, FluxOR thallium flux, dofetilide IC70 present | activation (rescue from dofetilide block), less the hit threshold, % at 10 µM | 0.51% of 310,000 active | AID 1511;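 active means activation above the mean of controls blocked by dofetilide plus 5 SD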;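 further: thallium influx through hERG after potassium depolarization seen as dye fluorescence rise; in these data hits start at about 4.7%; inactives centre near -7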
# TRPC4 act = TRPC4 (mouse) channel activation; Q9QUQ5; HEK293 TRPC4beta/mu-opioid, Fluo4 calcium fluorescence; active compounds read high; B-score at 10 µM; 0.49% of 310,000 active;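 active means B-score above 5 SD of library B-scores, and initial fluorescence ratio not above library mean plus 5 SD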;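 further: positive B-score marks a calcium rise read as TRPC4 activation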
#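 Material: HEK293 stable line with TRPC4beta plus mu-opioid receptor; technique: Fluo4 calcium-sensitive dye fluorescence, kinetic, 1 Hz baseline; timing: Fluo4 dye loading 45 min at room temperature, 110 s recording; controls: assay buffer as low control, maximal DAMGO as high control; read-out: integrated baseline-normalised fluorescence ratio, converted to per-well B score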
# An asterisk follows results filed as active; i = inactive; / = no result given. Not all compounds are listed, so the mix of outcomes need not match the whole.
SMILES,TRPC4 inh,KCNQ1 pot,KCNQ1 block,Platelet DG rel,PolyA inh,Dyrk1A ADPGlo,TRPC4 potent,KCNK3 inh,KCNK9 inh,hERG protect,TRPC4 act
COc1cc(C2CC(=O)Nc3ccccc3S2)cc(OC)c1OC (stereo not given),i,i,i,-0.1,i,9.5,i,i,i,-18.2,i
O=C(CC(c1ccccc1)c1ccccc1)NCCO,i,i,i,-3.7,i,-0.6,i,i,i,-5.3,i
C=CCOc1ccccc1/C=N/n1nnnc1N,i,i,i,/,i,14.1,i,i,i,-9.7,i
Cc1cc(C)nc(NC(C)(C)C(=O)O)n1,i,i,i,-0.2,i,-3.4,i,i,i,-19.4,i
CN(C)c1cccc(C(=O)NNC(=O)CSc2ccccc2)c1,i,i,i,19.6,i,0.3,i,i,i,-4.1,i
CC(/C=N/n1c(-c2ccco2)n[nH]c1=S)=C\c1ccco1,i,i,i,6.2,i,0.0,i,i,i,-5.8,i
Cc1cccc(C(c2c(C)nn(-c3ccccc3)c2N)c2c(C)nn(-c3ccccc3)c2N)c1,i,i,i,18.7,i,-3.0,i,i,i,-10.5,i
CCCCOc1ccc(/C=C/C(=O)N(CC)CC(=O)Nc2ccc3c(c2)OCCO3)cc1OC,i,i,i,1.8,i,/,i,i,i,-10.7,i
Cc1nnc(SCC(=O)N2CCOCC2)c2ccccc12,i,i,i,-8.8,i,-0.7,i,i,i,2.3,i
O=C(CC(C(=O)O)c1ccccc1)Nc1cccc2ccccc12 (stereo not given),i,i,i,-7.5,i,0.3,i,i,i,-6.6,i
O=C(NCCc1ccccc1Cl)C1CC(=O)N(C2CCCCC2)C1 (stereo not given),i,i,i,2.3,i,-2.1,i,i,i,-5.1,i
COc1ccc(C2C(C(=O)c3cccs3)=C(O)C(=O)N2c2nnc(C)s2)cc1OC (stereo not given),i,i,11*,-1.6,i,-4.9,i,i,i,-9.5,i
COc1cc(NC(=O)Nc2ccc3c(c2)OCO3)cc(OC)c1OC,i,i,i,-0.8,i,0.6,i,i,i,-4.5,i
Cc1cc(C)cc(SCc2noc(C(=O)NCC3CCCO3)c2C(=O)O)c1 (stereo not given),i,i,i,-2.7,i,0.4,i,i,i,-4.3,i
COc1ccc(CCNCC(O)COc2c(C)cccc2C)cc1OC (stereo not given),i,i,i,0.0,i,-19.4,i,i,i,-8.1,i
COc1ccccc1C(=O)NCCc1nc2ccccc2[nH]1,/,i,i,-4.7,i,0.9,i,i,i,-1.2,i
Cc1cc(NC(=O)c2cc3ccccc3o2)ccc1NC(=O)c1ccccc1,i,i,i,0.2,i,14.4,i,-10*,i,-3.3,i
Cc1ccsc1C(=O)N1CCCC(C(=O)c2cc(F)ccc2F)C1 (stereo not given),i,i,i,3.0,i,-1.5,i,i,i,-14.6,i
CCN(C1CCS(=O)(=O)C1)S(=O)(=O)c1ccc2ccccc2c1 (stereo not given),i,i,i,-22.1,i,-1.2,i,i,i,-3.9,i
CCOc1ccc2c(c1)C(NC(C)=O)C(=O)N2CCN1CCOCC1 (stereo not given),i,i,i,-3.4,i,-2.6,i,i,i,-8.2,i
O=[N+]([O-])c1cc(S(=O)(=O)Nc2ccccc2)ccc1NCc1ccccc1,i,i,i,-1.4,i,-5.0,i,i,-6.57*,-4.2,i
CC[n+]1c(/C=C/N(C)c2ccccc2)n(-c2ccccc2)c2ccc(-c3nc4ccccc4s3)cc21,i,i,15*,-0.8,i,8.9,i,-9.74*,-16.5*,-30.7,i
O=C(NC(=S)Nc1ccccc1N1CCOCC1)c1ccccc1F,i,i,i,13.2,i,8.8,i,i,i,-12.9,i
CC(C)c1ccccc1N=C1SCCN1C1CCS(=O)(=O)C1 (stereo not given),i,i,i,0.4,i,-1.9,i,i,i,-9.8,i
Nc1nc(SCC(=O)Nc2cccc(S(=O)(=O)N3CCCCCC3)c2)n[nH]1,i,i,i,-22.2,i,/,i,i,i,-1.4,i
COc1ccc(N2C(=O)CC(N3CCN(c4ccccc4)CC3)C2=O)cc1 (stereo not given),i,i,i,16.1,i,-9.1,i,i,i,-7.7,i
Cc1cc(C)n(C(C)CC(=O)Nc2ccc3c(c2)OCO3)n1 (stereo not given),i,i,i,1.3,i,1.2,i,i,i,-10.4,i
O=C(COC(=O)c1cncc(Br)c1)NCc1ccccc1,i,i,i,-1.4,i,/,i,i,i,-1.2,i
COc1cccc(C(C#N)N2CCCCC2)c1O (stereo not given),i,i,i,-0.6,i,14.3,i,i,i,-2.8,i
COc1cccc(C(=O)/C=C/Nc2cc(C)ccc2O)c1,i,i,i,12.8,i,6.8,i,i,i,-11.4,i
CC1Cc2cc(/C(O)=C3/C(=O)C(=O)N(CC4CCCO4)C3c3ccco3)ccc2O1 (stereo not given),i,i,i,4.8,i,7.5,i,i,i,-14.8,i
Cc1cccc(NS(=O)(=O)c2cnc[nH]2)c1,i,i,i,4.6,i,-0.2,i,i,i,-5.1,i
CN(C)c1ccc(CNn2cnnc2SCC(=O)NC(C)(C)C)cc1,i,i,i,2.8,i,-1.4,i,i,i,4.3,i
CC(=O)c1nc2ccccc2n1Cc1ccccc1,i,i,i,0.0,i,5.9,i,i,i,-6.7,i
CCOC(=O)c1nnc(-c2ccccc2)o1,i,i,i,3.0,i,2.7,i,i,i,-7.1,i
CC(C)(C)OC(=O)NCCCC1=CC2=CC(=O)C(C)(O)C(=O)C2=CO1 (stereo not given),i,i,i,-3.3,i,/,i,/,i,-3.5,i
COc1ccc(OC)c(-c2csc(NC(=O)CSc3ccc([N+](=O)[O-])cc3)n2)c1,i,i,7*,2.2,/,0.7,i,i,i,-15.4,i
Cc1ccc(C(=O)N2CCC(Cc3ccccc3)CC2)cc1[N+](=O)[O-],i,i,i,5.3,i,-0.9,i,i,i,-7.3,i
CCOc1ccc2[nH]cc(C(=O)NCc3ccc(F)cc3)c(=O)c2c1,i,i,i,6.6,i,4.0,i,i,i,-7.1,i
Cc1nnc(SCC(=O)NC2CCS(=O)(=O)C2)n1Cc1ccccc1 (stereo not given),i,i,i,-0.6,i,-3.9,i,i,i,-7.0,i

# Three compounds out of the list, ordered by SMILES length, falling.
SMILES,TRPC4 inh,KCNQ1 pot,KCNQ1 block,Platelet DG rel,PolyA inh,Dyrk1A ADPGlo,TRPC4 potent,KCNK3 inh,KCNK9 inh,hERG protect,TRPC4 act
CC[n+]1c(/C=C/N(C)c2ccccc2)n(-c2ccccc2)c2ccc(-c3nc4ccccc4s3)cc21,i,i,15*,-0.8,i,8.9,i,-9.74*,-16.5*,-30.7,i
CC(C)(C)OC(=O)NCCCC1=CC2=CC(=O)C(C)(O)C(=O)C2=CO1 (stereo not given),i,i,i,-3.3,i,/,i,/,i,-3.5,i
O=C(NC(=S)Nc1ccccc1N1CCOCC1)c1ccccc1F,i,i,i,13.2,i,8.8,i,i,i,-12.9,i

# The listing continues.
SMILES,TRPC4 inh,KCNQ1 pot,KCNQ1 block,Platelet DG rel,PolyA inh,Dyrk1A ADPGlo,TRPC4 potent,KCNK3 inh,KCNK9 inh,hERG protect,TRPC4 act
CCn1c(CC(=O)Nc2ccc(F)cc2)nnc1SCC(=O)Nc1nnc(C)s1,i,i,i,-15.0,i,-6.8,i,i,i,-7.7,i
CN(C(=O)CS(=O)(=O)Cc1ccccc1Cl)c1ccccc1,i,i,i,2.0,i,-0.5,i,i,i,-8.7,i
CCC(C)(C)C1CCC(NC(=O)N2CCN(c3ccccc3O)CC2)CC1 (stereo not given),i,i,i,-17.5,i,-7.1,i,i,i,1.8,i
Cn1ncc(Cl)c1C(=O)N1CCN(c2cccc(Cl)c2)CC1,i,i,i,-7.9,i,-6.5,i,i,i,-4.2,i
O=C(NCc1ccco1)Oc1ccccc1,i,i,i,0.9,/,-5.3,i,i,i,-5.7,i
COc1cccc(/C=N/Nc2nc(-c3cccnc3)nc3ccccc23)c1,i,i,i,41.9,i,/,i,i,i,-21.4,i
CCn1c(C)[n+](CCOC(C)=O)c2cc(Cl)c(Cl)cc21,i,i,i,-27.6,i,/,i,i,i,-6.7,i
Cc1ccccc1NCC(=O)N/N=C\c1ccc([N+](=O)[O-])s1,i,i,i,-0.7,i,7.2,i,i,i,-4.6,i
Cc1ccccc1NC(=O)CSc1nc(COc2ccccc2)nc2ccccc12,i,i,i,1.5,i,/,i,i,i,-3.1,i
COC(=O)C(NC(C)=O)(Nc1nc2ccc(C)cc2s1)C(F)(F)F (stereo not given),i,i,i,-3.3,i,-3.5,i,i,i,-5.9,i
CCOc1ccc(S(=O)(=O)N2CCN(c3ccc(OC)cc3)CC2)c2cccnc12,i,i,i,-2.7,i,-2.5,i,i,i,-8.6,i
CCN1C(=O)[C@@H]2[C@H](C1=O)[C@@H]1C[C@H]3C(=O)N(CC)C(=O)[C@H]3[C@@H]3C1=C(C(=O)N1C(=O)OC(=NCC4CC4)[C@]31C)[C@@H]2C,i,i,i,-2.8,i,-0.1,i,i,i,-5.5,i
O=C(NCCC1=CCCCC1)c1ccc(F)cc1,i,i,i,-6.0,i,-8.0,i,i,i,-5.7,i
COc1ccc(C(=O)CSC#N)cc1OC,i,i,i,-2.3,i,0.1,i,i,i,-8.0,i
COC(=O)C1CCN(C(=O)c2oc3c(Cl)cc(C)cc3c2C)CC1,i,i,i,-1.8,i,6.4,i,i,i,-13.4,i
CC(C)(/C=N/NC(=O)CSCc1ccccc1Cl)CCC#N,i,i,i,0.7,i,-1.1,i,i,i,-6.3,i
Cn1nnnc1SCCOc1ccc(C#N)cc1,i,i,i,0.9,i,-1.8,i,i,i,0.8,i
COc1cc(N)c(Cl)cc1C(=O)OCC(=O)c1cccs1,i,i,i,-6.7,i,5.4,i,i,i,-6.0,i
O=C(Nc1cccc(-c2ccc3nncn3n2)c1)C(F)(F)F,i,i,i,3.9,i,1.3,i,i,i,-4.9,i
COc1cc(NC(=O)c2cc(C)nc3ccccc23)cc(OC)c1,i,i,i,0.9,/,-5.6,i,i,i,-7.2,i
Cc1ccc(S(=O)(=O)N2CCCC2CNC(=O)C(=O)NC2CC2)cc1 (stereo not given),i,i,i,17.2,i,5.6,i,i,i,-9.3,i
C/C(=N\NC(=O)c1ccccc1)c1ccc2c(c1)OCO2,i,i,i,-0.8,i,6.7,i,i,i,-3.5,i
Cc1ccc(N(C(=O)CNC(=O)c2cccs2)C(C(=O)NC2CCCC2)c2ccncc2)cc1 (stereo not given),i,i,i,4.2,i,0.8,i,i,i,-7.6,i
Cc1ccccc1-n1nnnc1SCC(C)C,i,i,i,-0.3,i,0.8,i,i,i,-11.1,i

# Source: PubChem (several laboratories)
